High-throughput results: PubChem, several laboratories
Dynein transport: dynein cargo transport inhibition. 3617.4 mouse cells, GR-EGFP nuclear translocation imaging; test concentration mostly 20 µM; stimulated with dexamethasone, 1 µM; hits give low values. z-score, hits read low. actives 0.47% (n = 220,000);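 active means plate z-score of nuclear minus cytoplasmic receptor signal below a set negative limit, without overly bright fluorescence or cell loss, cut at about -3.5 in these data, passing the limit was not always enough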;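 further: z-score of nuclear minus cytoplasmic ring GR-EGFP intensity difference per well; some compounds called inactive have numbers as strong as hits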
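Medium: Induction medium lacking tetracycline, stripped serum | Probe or stimulus: 1.0 µM final dexamethasone stimulus | Schedule: 48 h induction, then 1 h compound, then 30 min agonist, 37 °C | Signal: Automated 10x imaging of fixed Hoechst-stained cells | Evaluation: Per-cell GR-EGFP intensity, nucleus versus surrounding cytoplasmic ring, well-averaged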
bCat nuc transl: modulators of beta-catenin nuclear translocation | HeLa beta-catenin nuclear translocation, immunofluorescence imaging | AID 1665 | nuclear translocation activity, % at 5 µM | actives 0.3% (n = 190,000);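 active means nuclear translocation activity above 50% at 5 µM, with a well cell count of 50 or more; inconclusive means wells under 50 cells across six images, flagged as toxic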;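 further: per-cell ratio of nuclear to cytoplasmic median beta-catenin stain intensity; plate controls were DMSO negative control for no effect and GSK-3 inhibitor IX positive control for full effect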
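Read-out: Nuclear/cytoplasmic beta-catenin signal ratio, % activation | Assay system: Human HeLa cell line | Times: 24 h compound exposure at 37°C, 5% CO2 | Signal: Fluorescence imaging of beta-catenin antibody stain plus DAPI | Dosing: 5 µM primary, 0.02–20 µM confirmation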
CSM14.1 death rescue: protection against thapsigargin-triggered cell killing – 384-well, CSM14.1, ATP luminescence, primary screen (AID 1222). CSM14.1 thapsigargin-induced death rescue, ATP luminescence; higher % means a stronger effect. one-dose cellular ATP content (survival), % at 20 µM; EC50 in µM for titrated hits. 190,000 tested, under 10 active;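 active means EC50 below 50 µM in the dose-response confirmation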;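 further: death triggered by thapsigargin at about 15 µM added after 2 h compound pretreatment; cell ATP read after overnight thapsigargin exposure of roughly 18 to 22 hours; normalized against plate controls of thapsigargin alone and 5% DMSO vehicle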
Lipid droplet: hepatic lipid droplet formation modulation; AID 1656; AML12 mouse hepatocytes, oleate lipid droplets, BODIPY imaging; inhibition, % at 6.5 µM; actives 0.4% (n = 240,000);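 active means lipid droplet intensity inhibited by at least 50%, with more than 500 cells counted; inconclusive means wells with under 300 cells, treated as cytotoxic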
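System: AML12 hepatocytes (mouse). Probe or stimulus: oleic acid at 100 µM to induce lipid droplet formation. Times: overnight treatment with compound plus oleate. Detection: Image-based BODIPY and DAPI two-channel analysis. Evaluation: percent inhibition of filter-corrected integrated lipid droplet intensity per well.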
MT stabilize HCS: microtubule stabilizers in HeLa cells. HeLa tubulin immunostaining HCS, 24 h; share of cells brighter than vehicle mean+2SD. % tubulin-high responders, % at 10 µM. actives 0.83% (n = 200,000);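 active means plate Z-score above 3 for both tubulin-high and condensed-nucleus cell shares, with cell loss under 80%, at 10 µM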;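 further: anti alpha tubulin signal scored within the nucleus-defined area of each cell; some results filed as inactive read as strong as hits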
Ins promoter up: MIN6 insulin promoter up-regulation | MIN6 insulin promoter-GFP reporter, high-content imaging; hits give high values | z-score at 5 µM | actives 0.3% (n = 190,000);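 active means z-score above 3 at 5 µM with at least 500 cells counted in the well; inconclusive means wells under 500 cells, flagged as cytotoxic or low count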
WT yeast gro inh: growth inhibition of WT yeast, mitochondrial fusion screen; actives 2.1% (n = 190,000); inhibition, % at 10 µM; mitochondrial fusion phenotypic screen, WT strain; in the data active means inhibition above about 58%; tested in S. cerevisiae
XIAP displacement: XIAP antagonists, biochemical, IAP family, fluorescence polarization (AID 1018); XIAP BIR domain, fluorescence polarization peptide displacement; higher % means a stronger effect; one-dose displacement, % at 20 µM; IC50 in µM for titrated hits; actives 0.007% (n = 200,000); in the data active means displacement above about 50%; further: a part of the inactive calls stands beside numbers as strong as those of hits
Autophagy HCS: modulators of autophagy; MEF GFP-LC3 puncta imaging; test concentration mostly 10 µM; actives 0.98% (n = 190,000); calls only at 10 µM (by protocol);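 active means percentage of spot-positive cells more than 3 SD above its plate mean, without a fluorescence outlier flag or 80% toxicity; inconclusive means no clear call, values can overlap the other calls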;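 further: spot-positive cell cutoff set from DMSO-treated cells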
WT yeast gro inh mutant strain: further read-out of WT yeast gro inh, marked with its call; inhibition, %; mitochondrial fusion phenotypic screen, mutant strain inhibition
Dynein transport cytoplasmic EGFP: recorded beside Dynein transport, whose call it bears; z-score; measured here: cytoplasmic GR-EGFP intensity; hits give high values
Dynein transport nuclear GR-EGFP: further read-out of Dynein transport, marked with its call; z-score; measured here: nuclear GR-EGFP intensity;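 lower value marks the stronger effect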
Dynein transport cell count: also measured in Dynein transport; calls as there; z-score; measured here: cell count per field
Ins promoter up cell count: also measured in Ins promoter up; calls as there; cell count; measured here: cytotoxicity, nuclei count;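 total cells summed across four imaged fields per well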
Lipid droplet cells 6.5 µM: further read-out of Lipid droplet, marked with its call; cell count; measured here: cell count, cytotoxicity flag;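 cells counted across two imaged fields per well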
bCat nuc transl cell count 5 µM: recorded beside bCat nuc transl, whose call it bears; cell count; measured here: cell count, cytotoxicity flag
MT stabilize HCS Hoechst-high %: recorded beside MT stabilize HCS, whose call it bears; % Hoechst-high responders; measured here: nuclear condensation Hoechst responders;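 share of cells brighter than vehicle mean plus two SD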
MT stabilize HCS cytotoxicity %: further read-out of MT stabilize HCS, marked with its call; toxicity, %; measured here: cytotoxicity by cell density;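 0% = mean cell density of plate MIN control wells and 100% = no cells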
Autophagy HCS cell loss 18 h: also measured in Autophagy HCS; calls as there; toxicity, %; measured here: cell loss, nuclei count;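 cell loss after 18 h compound exposure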
Numbers without * were called inactive; i = inactive; ? = inconclusive; / = not tested or not shown. Not all compounds are listed; rates above refer to the full screens.

no.	compound	Dynein transport	Dynein transport cytoplasmic EGFP	Dynein transport nuclear GR-EGFP	Dynein transport cell count	bCat nuc transl	bCat nuc transl cell count 5 µM	CSM14.1 death rescue	Lipid droplet	Lipid droplet cells 6.5 µM	MT stabilize HCS	MT stabilize HCS Hoechst-high %	MT stabilize HCS cytotoxicity %	Ins promoter up	Ins promoter up cell count	WT yeast gro inh	WT yeast gro inh mutant strain	XIAP displacement	Autophagy HCS	Autophagy HCS cell loss 18 h
1	CCCCCn1c(=O)c(C(=O)NCc2ccccn2)c(O)c2ccccc21	0.89	-0.16	0.38	-0.86	1.8	1110	2.2%	/	/	3.5	2.5	0.0	-0.45	979	-11	-85	-1.4%	i	10
2	COc1cccc(CCNCc2c(F)cccc2F)c1	0.079	-0.32	0.35	0.15	-2.7	1160	-1.2%	0	679	9.4	2.2	5.9	0.2	1487	-13	14	-5.9%	i	-3
3	Cn1c(O)c(N=Nc2ccc(S(=O)(=O)N3CCOCC3)cc2)c(=O)n(C)c1=O	-0.94	-0.27	-0.71	0.78	2.2	1029	5.1%	3	661	6.1	3.1	8.3	-0.13	1558	-4	-7	-8.5%	i	6
4	CC(C)Nc1nc(Cl)nc(NC(C)C)n1	2.4	-0.22	1.2	-1.3	-1.8	781	-2.2%	3	705	2.5	3.9	8.0	0.84	1302	-22	8	-5.0%	i	2
5	O=c1c2ccccc2nc(-c2ccccc2)n1-c1cccnc1	0.62	-0.22	0.64	0.81	0.5	763	0.1%	/	/	1.6	2.0	5.4	-0.25	1534	-1	-30	1.8%	i	-28
6	CCc1c(C)nc(N)nc1N1N=C1SC(C(C)=O)C(C)=O	1.8	-0.063	2.1	-2	0.9	918	-1.6%	-10	572	2.8	1.7	11	0.26	1690	-29	-11	-3.9%	i	-6
7	CC1(c2ccccc2)NCCN2C(=O)CSC21 (stereo unspecified)	-0.59	-0.2	-0.1	0.78	-1.3	1097	-1.4%	8	726	1.0	1.5	8.7	0.92	1915	25	6	-1.3%	i	-10
8	O=C1NC(c2cc3ccccc3nc2Cl)Nc2ccccc21 (stereo unspecified)	-0.13	-0.26	-0.076	-0.35	/	/	-0.2%	/	/	4.2	3.9	1.6	-0.18	1298	-2	1	0.5%	i	5
9	Nc1c(C(=O)OCC2CCCO2)c2nc3ccccc3nc2n1Cc1cccs1 (stereo unspecified)	-0.0096	-0.19	-0.062	-0.34	-1.5	1112	0.8%	/	/	1.6	1.9	7.6	-0.98	1316	21	-6	-3.1%	i	6
10	CC(=O)Nc1ccc(C(c2c(O)c3ccccc3oc2=O)c2c(C)n(C)n(-c3ccccc3)c2=O)cc1 (stereo unspecified)	0.86	-0.36	0.6	0.038	/	/	-1.3%	-26	734	3.1	2.3	3.5	-0.62	1174	-20	26	-0.5%	i	1
11	CCN1CCN(Cc2cc(Br)ccc2O)CC1	0.35	-0.12	0.26	-0.28	7.2	1052	-4.0%	6	771	1.8	1.5	8.0	-0.57	844	-41	-34	-0.5%	i	8
12	O=C(Nc1nccs1)c1c(O)c2c(n(Cc3ccco3)c1=O)CCCC2	0.42	-0.19	-0.19	-0.43	1.1	1250	/	0	710	/	/	/	-0.18	998	/	/	/	/	/
13	CC(C)OC(=O)c1c(N)n(Cc2ccco2)c2nc3ccccc3nc12	-0.78	-0.13	-0.4	-0.058	/	/	/	/	/	4.9	2.6	15	/	/	-1	-2	/	i	-6
14	CCCN(CCC)[C@@H]1CCc2cccc(O)c2C1	-0.25	-0.82	0.22	-0.11	-2.1	1218	/	0	669	/	/	/	1.5	690	/	/	/	/	/
15	O=C(c1cccnc1)C1CCCN(Cc2nc(-c3cnccn3)no2)C1 (stereo unspecified)	-0.52	-0.22	0.16	1.2	0.2	1293	/	-1	771	/	/	/	0.87	972	/	/	/	/	/
16	OC1(CN2CCOCC2)C2CC3CC(C2)CC1C3 (stereo unspecified)	0.094	0.053	0.12	-0.058	-4.3	1271	-1.0%	-2	712	1.8	2.2	5.8	-0.01	903	-20	16	0.4%	i	2
17	Nc1ccc([As](=O)(O)O)cc1	-0.2	-0.3	0.37	0.66	/	/	-2.2%	-5	708	4.2	2.7	7.6	/	/	-1	-6	-15%	i	-15
18	C=CCn1c(O)c(C(CC)=NCCc2ccccc2)c(=O)[nH]c1=O	1.3	-0.27	0.71	-0.022	-2.5	1182	0.6%	27	788	2.5	1.8	4.2	-0.71	930	4	-3	-4.0%	i	-1
19	Fc1ccc(Cn2nnnc2C(c2ccc(F)cc2)N2CC=C(c3ccc(F)cc3)CC2)cc1 (stereo unspecified)	0.17	-0.022	0.4	-0.18	-0.3	979	-3.3%	-38	591	1.6	2.5	9.3	-0.35	1404	33	5	-2.6%	i	11
20	CC(C)C12CN3CCN(CC(C3)/C1=N\O)C2	-0.5	-0.24	-0.27	1.2	-0.3	1047	2.6%	-17	781	4.4	1.9	5.8	-0.27	743	1	18	-5.0%	i	1
21	CCC(=NCCc1ccccc1)c1c(O)[nH]c(=O)[nH]c1=O	0.78	-0.27	0.62	-0.36	1.5	1306	/	6	665	/	/	/	-0.3	1125	/	/	/	/	/
22	CC(=O)OC1N=C(c2ccccc2)c2cc(Br)ccc2NC1=O (stereo unspecified)	-0.28	-0.21	-0.32	1.5	-0.2	1298	0.0%	/	/	3.0	2.5	8.7	-0.96	1628	0	1	-1.0%	i	-4
23	Nc1ccccc1-[n+]1c(-c2ccccc2)cc(-c2ccccc2)cc1-c1ccccc1	1.3	-0.29	0.21	-0.45	1.6	1092	/	-2	731	/	/	/	-2.6	1024	/	/	/	/	/
24	O=CC(Cl)P(=O)(N1CCOCC1)N1CCOCC1 (stereo unspecified)	0.59	-0.23	0.72	-0.33	0.9	1330	/	7	722	/	/	/	-0.21	1006	/	/	/	/	/
25	CC(C)Cc1[nH]c(=O)c(C#N)c2c1CCC2	0.07	-0.26	-0.59	-0.19	-3.3	858	-0.4%	/	/	5.9	2.9	5.8	1	1554	7	-4	-0.4%	i	-15
26	C=CCN(c1ccc(C(=O)N(CC)CC)cc1)S(C)(=O)=O	-0.17	-0.24	0.25	0.7	0.6	543	-1.1%	4	716	2.3	1.6	5.6	/	/	15	4	-4.4%	i	-8
27	O=c1[nH]c(=O)n(C2CCCCCC2)c(O)c1C=NC1CCN(Cc2ccccc2)CC1	-0.47	-0.2	-0.37	0.75	-3.3	1090	-1.0%	/	/	1.8	1.2	8.1	-0.26	1061	4	13	-4.5%	i	0
28	N#CC(C#N)=Cc1ccc(-c2ccccc2)o1	-1.2	-0.16	-0.97	0.58	0.5	922	0.9%	30	690	4.4	2.8	6.2	-0.18	1190	-19	-19	-4.2%	i	-11
29	Cc1ccsc1C(=O)C1CCCN(Cc2cn(C)nc2C)C1 (stereo unspecified)	-0.5	-0.29	-0.11	0.88	1.9	911	0.0%	4	746	5.1	2.4	9.3	1.3	1565	2	0	-4.4%	i	1
30	CN(C)C(=O)Oc1ccc2ccccc2c1Cl	1.1	0.047	1	-1.2	/	/	-1.2%	11	751	1.1	1.4	0.3	/	/	-1	6	-5.7%	i	-4
31	O=C1C2CCCN2C(c2ccc(Cl)c(Cl)c2)N1c1ccccn1 (stereo unspecified)	-0.49	-0.27	-0.39	0.11	-3.1	1196	0.9%	-9	780	3.5	2.8	5.4	/	/	-1	-3	-7.9%	i	-2
32	Cc1cc(OCCCC(=O)NCc2cccs2)ccc1Cl	-0.51	-0.3	-0.59	0.56	/	/	0.2%	11	551	4.0	2.8	6.5	0.35	1241	-25	5	-9.0%	i	-11
33	Cc1ccccc1NC1(C#N)CCCCC1	1.1	-0.21	0.56	0.069	-1.9	1072	/	5	740	2.4	2.1	13	0.09	1241	-25	-18	-2.5%	i	-9
34	Cc1ccc(N2C(=O)NC(=O)/C(=C/c3cnc(-c4ccccc4)nc3)C2=O)cc1C	0.66	-0.18	-0.044	-1.4	-3.9	616	-1.9%	/	/	3.6	2.1	5.4	-0.04	1278	7	-1	-2.2%	i	-14
35	CC1(C)CN=C(Nc2ccc(F)c(F)c2)S1	0.68	-0.16	0.46	-0.5	/	/	0.0%	/	/	4.2	2.8	9.0	?	/	2	5	-6.5%	i	16
36	CN1C(=O)C(=Cc2ccc(OCCN(C)c3ccccn3)cc2)C(=O)N(C)C1=O	0.63	-0.19	-0.027	-0.083	1.0	1049	1.9%	/	/	1.9	2.2	0.2	0.09	1130	0	-5	-7.2%	i	20
37	O=C(CNC(=O)OCc1ccccc1)Nc1ccc(Br)cc1C(=O)c1ccccc1Cl	0.81	-0.31	0.31	0.17	-0.5	1110	-1.9%	28	697	6.5	1.9	11	-0.42	1397	16	26	-6.9%	i	26
